mHTT CaM bind – mHTT-calmodulin interaction abrogation. P42858. AlphaScreen His-mHTT/GST-CaM binding, luminescence. inhibition, % at 15 µM. 190,000 tested, 3.6% active;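 further: 0% = both proteins with DMSO and 100% = one protein alone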
Target sequence (P42858 whole entry, looked up, stated change not applied): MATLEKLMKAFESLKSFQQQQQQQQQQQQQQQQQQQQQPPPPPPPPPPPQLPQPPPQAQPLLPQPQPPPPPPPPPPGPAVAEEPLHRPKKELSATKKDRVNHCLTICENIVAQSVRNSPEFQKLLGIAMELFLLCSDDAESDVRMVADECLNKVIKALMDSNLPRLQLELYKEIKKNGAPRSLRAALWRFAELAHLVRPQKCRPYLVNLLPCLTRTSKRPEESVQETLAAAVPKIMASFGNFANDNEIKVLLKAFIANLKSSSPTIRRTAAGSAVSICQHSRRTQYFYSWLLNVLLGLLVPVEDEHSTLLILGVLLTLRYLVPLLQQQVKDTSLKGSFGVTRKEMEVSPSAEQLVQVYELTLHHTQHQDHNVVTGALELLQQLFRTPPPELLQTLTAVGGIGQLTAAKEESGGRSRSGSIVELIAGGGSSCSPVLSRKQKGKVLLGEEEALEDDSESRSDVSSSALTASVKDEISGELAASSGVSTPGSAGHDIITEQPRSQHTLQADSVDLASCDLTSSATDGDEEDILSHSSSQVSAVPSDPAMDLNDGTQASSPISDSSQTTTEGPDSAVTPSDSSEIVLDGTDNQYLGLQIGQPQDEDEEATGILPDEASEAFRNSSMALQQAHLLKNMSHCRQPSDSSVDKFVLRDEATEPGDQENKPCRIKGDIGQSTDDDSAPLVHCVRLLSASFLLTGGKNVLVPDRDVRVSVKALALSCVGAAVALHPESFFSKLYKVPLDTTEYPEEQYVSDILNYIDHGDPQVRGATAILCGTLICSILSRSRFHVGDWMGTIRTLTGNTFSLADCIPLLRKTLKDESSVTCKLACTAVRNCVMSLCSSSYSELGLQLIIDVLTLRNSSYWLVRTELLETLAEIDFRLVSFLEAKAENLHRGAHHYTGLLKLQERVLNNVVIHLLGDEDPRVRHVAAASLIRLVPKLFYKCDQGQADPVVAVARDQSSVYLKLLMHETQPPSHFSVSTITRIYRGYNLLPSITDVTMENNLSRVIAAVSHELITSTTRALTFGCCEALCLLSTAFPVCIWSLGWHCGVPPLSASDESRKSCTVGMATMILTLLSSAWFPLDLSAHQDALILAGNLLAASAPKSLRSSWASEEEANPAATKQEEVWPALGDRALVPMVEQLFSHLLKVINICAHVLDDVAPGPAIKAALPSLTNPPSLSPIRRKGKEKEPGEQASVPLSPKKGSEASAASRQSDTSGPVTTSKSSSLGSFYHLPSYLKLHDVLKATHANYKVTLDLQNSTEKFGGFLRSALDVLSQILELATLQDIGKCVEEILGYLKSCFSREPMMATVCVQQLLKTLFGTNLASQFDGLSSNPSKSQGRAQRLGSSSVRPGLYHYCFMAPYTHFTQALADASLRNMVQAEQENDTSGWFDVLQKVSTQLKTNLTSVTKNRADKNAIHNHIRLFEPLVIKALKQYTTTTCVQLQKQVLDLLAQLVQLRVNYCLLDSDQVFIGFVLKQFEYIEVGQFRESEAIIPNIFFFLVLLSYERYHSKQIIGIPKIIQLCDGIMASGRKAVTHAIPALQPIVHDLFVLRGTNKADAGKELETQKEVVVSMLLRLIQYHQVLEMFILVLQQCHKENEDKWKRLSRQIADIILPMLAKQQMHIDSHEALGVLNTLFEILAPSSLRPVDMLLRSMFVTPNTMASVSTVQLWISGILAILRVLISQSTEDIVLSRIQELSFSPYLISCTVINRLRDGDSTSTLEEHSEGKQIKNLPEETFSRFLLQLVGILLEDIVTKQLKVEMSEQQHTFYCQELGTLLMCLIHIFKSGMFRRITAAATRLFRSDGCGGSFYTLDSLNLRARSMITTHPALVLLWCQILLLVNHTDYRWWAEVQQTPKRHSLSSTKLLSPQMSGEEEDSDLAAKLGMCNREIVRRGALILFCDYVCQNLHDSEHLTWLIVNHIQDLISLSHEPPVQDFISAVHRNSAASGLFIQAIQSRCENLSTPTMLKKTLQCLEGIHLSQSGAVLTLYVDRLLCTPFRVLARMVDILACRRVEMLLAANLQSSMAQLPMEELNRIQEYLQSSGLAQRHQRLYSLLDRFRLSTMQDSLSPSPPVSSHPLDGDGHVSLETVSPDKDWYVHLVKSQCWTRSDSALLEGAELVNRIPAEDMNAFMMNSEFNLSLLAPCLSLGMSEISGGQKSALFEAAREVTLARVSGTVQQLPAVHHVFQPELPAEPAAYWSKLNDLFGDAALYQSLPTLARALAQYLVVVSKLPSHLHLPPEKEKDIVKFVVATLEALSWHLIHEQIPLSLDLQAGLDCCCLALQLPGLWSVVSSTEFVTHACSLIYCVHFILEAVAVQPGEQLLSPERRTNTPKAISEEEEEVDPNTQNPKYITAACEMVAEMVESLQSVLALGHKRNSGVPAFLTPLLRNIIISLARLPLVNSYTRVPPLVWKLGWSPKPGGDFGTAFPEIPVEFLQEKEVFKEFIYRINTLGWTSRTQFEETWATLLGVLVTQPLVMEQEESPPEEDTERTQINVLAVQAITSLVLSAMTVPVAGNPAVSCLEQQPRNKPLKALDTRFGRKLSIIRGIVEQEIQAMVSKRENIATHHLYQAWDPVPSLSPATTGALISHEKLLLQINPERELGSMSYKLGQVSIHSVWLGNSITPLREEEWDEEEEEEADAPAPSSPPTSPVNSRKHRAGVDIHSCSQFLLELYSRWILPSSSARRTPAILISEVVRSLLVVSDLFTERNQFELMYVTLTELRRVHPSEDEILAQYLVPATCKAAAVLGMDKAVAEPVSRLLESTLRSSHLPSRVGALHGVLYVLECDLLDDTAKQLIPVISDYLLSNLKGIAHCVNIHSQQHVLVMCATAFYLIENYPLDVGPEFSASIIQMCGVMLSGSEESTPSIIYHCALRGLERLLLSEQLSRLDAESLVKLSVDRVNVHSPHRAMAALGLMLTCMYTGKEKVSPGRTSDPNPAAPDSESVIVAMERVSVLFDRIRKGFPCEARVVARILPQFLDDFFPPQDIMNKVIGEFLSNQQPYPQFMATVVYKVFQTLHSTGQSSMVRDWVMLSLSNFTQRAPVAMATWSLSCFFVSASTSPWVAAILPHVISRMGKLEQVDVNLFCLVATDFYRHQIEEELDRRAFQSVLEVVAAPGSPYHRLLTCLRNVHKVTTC
Pf apPOL block – Pf-apPOL DNA polymerase inhibition; Recombinant Pf-apPOL, molecular beacon fluorescence, 1.5 h; 210,000 tested, 0.25% active; inhibition, % at 10 µM
Numbers without * were called inactive; · = not tested or not shown; & = joins results of further samples. No stated cut-off is given here; in the data, active means inhibition above about 50%; inactive means the rest.

SMILES | mHTT CaM bind | Pf apPOL block
CCc1ccc(C2N(c3ccc(OC)cc3)C(=O)C3CCCN32)cc1 (stereo not drawn) | 1 | -3
O=C(O)C1CC=CCC1C(=O)Nc1ccc(F)cc1F (stereo not drawn) | -3 | 0
CCOc1ccc(NC(=O)COc2ccc(OC)cc2)cc1 | -2 | -11
COc1ccc(N2C(=O)CSC2c2ccc(OC(F)F)cc2)cc1 (stereo not drawn) | -5 | -3
Cc1csc(-c2ccc(N3CCN(C(=O)c4cc(F)ccc4Cl)CC3)nc2)n1 | -4 | -12
COc1ccc(C(C)C)cc1S(=O)(=O)N1CCN(C)CC1 | -8 | -5
O=C(Cc1ccccc1Cl)Nc1cccc(-c2ccn[nH]2)c1 | 0 | -6
O=C1N/C(=C\c2ccc(Br)s2)C(=O)N1Cc1ccc(Cl)cc1 | -4 | 11
CN(C)CCC(=O)NCC1OCCc2ccccc21 (stereo not drawn) | 1 | 0
CC(C)(C)c1ccc(C(=O)N2CCN(c3ccccn3)CC2)cc1 | -3 | -11
O=C(Nc1ccc(Br)cc1)c1cc(S(=O)(=O)NCC2CCCO2)ccc1F (stereo not drawn) | 3 | -13
O=C(CSc1nc2c(c(=O)n1-c1ccc(Cl)cc1)SCC2)NCC1CCCO1 (stereo not drawn) | 2 | -6
COc1cc(SC)ccc1C(=O)NCCc1ccc(F)cc1 | -15 | -6
COc1ccc(OC)c(/C=C2\N=C(c3ccc(C(C)(C)C)cc3)OC2=O)c1 | 2 | -4
CCCCC(=O)N1CCc2c(c(-c3nnc(SCC)n3C)nn2C)C1 | -3 | -3
O=S(=O)(Nc1ccccc1F)c1cccs1 | 4 | -7
O=C(N(CC1=CCS(=O)(=O)C1)c1ccccc1)C12CC3CC(CC(C3)C1)C2 | 8 | -8
O=C(Nc1nnc(-c2cccnc2)s1)c1ccccc1Br | -4 | 1
O=S(=O)(Oc1ccc(-c2csnn2)cc1)c1cc(C(F)(F)F)cc(C(F)(F)F)c1 | · | -2
O=S1(=O)N[C@H](Cc2ccccc2)COc2cc(N3CCC[C@H]3CO)ccc21 | 4 | 2
O=c1c2c(ncn2Cc2ccccc2)n(-c2ccc(F)cc2)c(=O)n1CC1CC1 | -6 | -4
CC(=O)c1cc2cc(Cl)cc(Cl)c2oc1=O | · | 6
Cc1cc(C)nc(NC(=O)CSc2nccc(C)n2)n1 | 2 | -5
COC(=O)c1ccc2c(=O)n(-c3ccc(Cl)cc3)c(N3CCSC3)nc2c1 | -7 | 1
COc1ccccc1CNS(=O)(=O)CCNCc1ccco1 | -10 | -6
SMILES | mHTT CaM bind | Pf apPOL block
COc1ccccc1NN | 31 | -8
Cc1sc2c(=O)n(C(C)C)cnc2c1C(=O)Nc1cccc(F)c1 | 3 | -1
CCCCNC(=O)c1c(C)cc(Cl)nc1Cl | -7 | -4
O=[N+]([O-])c1ccc(S(=O)(=O)Nc2ccccc2CO)cc1 | -1 | -5
CC(C)(N=Nc1ccccc1)NC(=S)Nc1ccccc1 | · | -2&-8
COc1ccc(C2C(C#N)=C(N)OC3=C2C(=O)CC(C)(C)C3)cc1C (stereo not drawn) | -1 | -11
CC1=NN(c2nc3ccccc3s2)C(O)(C(F)(F)F)C1 (stereo not drawn) | -11 | 8
NC(=O)CSc1nsc(SCC(N)=O)n1 | -8 | -2
Cc1ccc(NC(=O)CCC2CCCCC2)c([N+](=O)[O-])c1 | 11 | 5
COc1ccc(C(=O)Nc2cccc(-c3nc4ncccc4o3)c2)cc1OC | -6 | 7
COc1ccc2oc(-c3noc(COc4ccc(F)cc4)n3)c(C)c2c1 | 4 | -7
O=c1c(-c2ccc(F)cc2)coc2cc(O)ccc12 | 0 | -2
Cc1nnc(NC(=O)Cc2ccc(F)cc2)s1 | 0 | -8
COc1ccc(OC)c(NC(=O)C2=C(C)NC(=O)NC2c2ccc(Cl)cc2Cl)c1 (stereo not drawn) | 15 | 2
CC(C)(C)N=C1Nc2ncccc2NC12CCCN(C(=O)Cc1cccnc1)C2 (stereo not drawn) | 5 | -3
Cc1ccc(S(=O)(=O)NC(=NC(C)C(=O)O)c2ccccc2)cc1 (stereo not drawn) | 2 | 2
CCOc1ccc(C=Nc2ccccc2Sc2c(C)n[nH]c2C)cc1 | 3 | -4
CCC(C)N1Cc2cc(NC(=O)Cc3ccccc3)ccc2OCC1=O (stereo not drawn) | 11 | -2
O=C(Nc1nccs1)C1CC(=O)N(CCc2c[nH]c3ccc(Cl)cc23)C1 (stereo not drawn) | 63* | 0
O=C(Nc1cc(NC(=O)c2cc(Cl)ccc2Cl)ccc1Cl)c1ccccc1 | 2 | 0
NS(=O)(=O)c1ccc2nc(NC(=O)CCSc3ccc(F)cc3)sc2c1 | -4 | 5
COc1ccccc1NC(=O)c1cc(S(=O)(=O)N2CCCc3ccccc32)ccc1F | 0 | -4
CC(C)NC(=O)C1CC(=O)N(Cc2cc(C(F)(F)F)cc(C(F)(F)F)c2)C1 (stereo not drawn) | -2 | 1
CN1C(=O)CCc2cc(NC(=O)c3cccs3)ccc21 | -7 | -4
COc1ccc(N=Cc2c(C)[nH]n(-c3ccc(C)c(C)c3)c2=O)c([N+](=O)[O-])c1 | 5 | 3
SMILES | mHTT CaM bind | Pf apPOL block
O=C(CSc1nc2[nH]ncc2c(=O)n1-c1ccccc1Br)NCc1ccco1 | 4 | 3
COc1ccc(CC(=O)N2CC3CC2CC3NS(C)(=O)=O)cc1 (stereo not drawn) | 2 | 2
O=C(c1ccc(Cn2cncn2)cc1)N1CCN(c2ccc(F)cc2)CC1 | 1 | 1
COc1ccccc1C1C(Oc2ccccc2)C(=O)N1c1cccc([N+](=O)[O-])c1 (stereo not drawn) | 21 | -1
COc1ccc(NC(=O)C2CCCN(Cc3nc(-c4cccs4)no3)C2)cc1Cl (stereo not drawn) | 19 | -5
CC1Cc2cc(C3Nc4ccccc4C(=O)N3c3ccccc3)ccc2O1 (stereo not drawn) | 0 | -12
O=C(NNC(=O)c1cc2cc(Br)ccc2oc1=O)c1ccc(O)cc1O | 54* | 73*
CCCCN1C(=O)c2cccc3c(S(=O)(=O)NC4(C(=O)O)CCCCC4)ccc1c23 | 1 | -6
COc1cccc(C2=NOC(C(=O)N3CCCCC3)C2)c1 (stereo not drawn) | -5 | 0
c1ccc2[nH]c(C3CCCN3)nc2c1 (stereo not drawn) | 8 | ·
C=C(C)Cn1c(SCC(=O)O)nnc1-c1ccc(OC)c(OC)c1 | 6 | -4
O=c1oc2ccccc2cc1-c1nnc(-c2cccc(Br)c2)o1 | 1 | -4
CC(C)NC(=O)c1ccccc1NC(=O)c1ccc(F)cc1 | -4 | -7
O=C(CSc1nc2ccccc2c(=O)n1Cc1cccs1)Nc1cccc(C(F)(F)F)c1 | -10 | -2
Fc1ccc2nc(N3CCN(c4ccccc4)CC3)sc2c1 | -7 | -3
COc1ccc(C2CC(C(F)(F)F)n3ncc(C(=O)N(C)Cc4ccccc4)c3N2)cc1 (stereo not drawn) | 22 | -6
CC1CCC2(CC1)OCC(C(=O)N1CCCCC1C)N2C(=O)c1ccccc1F (stereo not drawn) | 4 | 8
CC(O)CNCCNc1c(Cl)cccc1[N+](=O)[O-] (stereo not drawn) | -1 | -3
O=C(c1cccc(C(F)(F)F)c1)c1cc2cc(Cl)ccc2oc1=O | · | -8
N#CCC(=O)c1ccccc1[N+](=O)[O-] | · | 3
COc1ccc(NC(C)=O)c(NCc2cc(OC)c(OC)c(OC)c2)c1 | · | -2&-5
Cc1csc(NC(=O)CCC(=O)O)n1 | -4 | 1
C=CCN(C(=O)COc1ccccc1)c1nnc(-c2ccncc2)s1 | 2 | -3
O=C(Cn1cnc2c(c1=O)CCN(Cc1ccccc1)C2)Nc1cccc(Cl)c1 | 18 | -1
CC(NC(=O)c1ccc2ncnc(N3CCCCC3)c2c1)c1ccccc1 (stereo not drawn) | -5 | -4
SMILES | mHTT CaM bind | Pf apPOL block
CC(C)C(=O)N1CCc2ccc(NS(=O)(=O)Cc3ccc(Cl)cc3)cc2C1 | -1 | 94*
Cc1ccc(NC(=O)N2CCC(N3CCN(Cc4ccccc4)C3=O)CC2)cc1F | 4 | -11
O=C1OC(c2cccc([N+](=O)[O-])c2)=N/C1=C\c1cccc(Cl)c1 | 26 | 2
Cc1cccc(N2C=C(C#N)S(=O)(=O)c3ccc(F)cc32)c1 | -4 | -3
Cn1nc(-c2nc(Cc3ccccc3)no2)c2c1CCN(C(=O)C(C)(C)C)C2 | -4 | -4
Cc1cc(C(=O)N2CCCC2c2cc(C)on2)on1 (stereo not drawn) | -8 | 0
C=CCc1ccc(OCCCN2CCCCC2)c(OC)c1 | 34 | -6
O=S(=O)(c1ccc2c(c1)CCO2)N1CCN(c2ccc(F)cc2)CC1 | · | 11&-13
O=C(O)C1C2C=CC3(CN(Cc4ccncc4)C(=O)C13)O2 (stereo not drawn) | 2 | -6
O=C(O)c1ccc(Oc2ccc([N+](=O)[O-])cc2)cc1 | -6 | 2
CCOC(=O)c1ccc(NC(=O)C2CC(=O)N(c3ccc(C(C)C)cc3)C2)cc1 (stereo not drawn) | 1 | -1
Cc1ccc(C(=O)N2CCN(c3nc4ccccc4n(CC(C)C)c3=O)CC2)s1 | -23 | 0
CCCCNC(=O)CC1CCN(S(=O)(=O)c2ccc(Cl)s2)CC1 | -6 | 1
COc1cc(C2C(C#N)=C(N)OC3=C2C(=O)CC(c2ccccc2)C3)cc(Br)c1O (stereo not drawn) | 38 | -6
CC1(C)Oc2ccc3ccc(=O)oc3c2/C(=C/O)C1=O | -5 | 2
CCCCCCn1cc(CN2CC(N3CCN(CCO)CC3)CS2(=O)=O)nn1 (stereo not drawn) | 3 | -1
O=C(CSc1nccc(-c2cccs2)n1)Nc1ccc(OC(F)(F)F)cc1 | · | -1&-9
CC(C)CCN1CCCC(c2nc(-c3cnccn3)n[nH]2)C1 (stereo not drawn) | 34 | 4
CCOC(=O)c1oc2ccccc2c1NC(=O)C1COc2ccccc2O1 (stereo not drawn) | -13 | -1
CCCCN(CC)C(=O)c1ccc(OC)c([N+](=O)[O-])c1 | -6 | -7
O=S(=O)(c1ccc(F)cc1)N1CCCCCC1 | -11&-12 | -8
CCC(=O)N1CCc2cc(N3CC(C(=O)Nc4cc(Cl)ccc4OC)CC3=O)ccc21 (stereo not drawn) | 7 | 2
O=C1OC(c2ccc(Cl)cc2)=N/C1=C/c1ccccc1[N+](=O)[O-] | -2 | -2
Cc1cc(NC(=O)c2ccc(C)c(C)c2)no1 | 1 | -6
O=C(NCCc1ccccc1)c1cccc(NC(=O)C2CCCC2)c1 | -3 | -6

For convenience, 16 of the compounds above:
SMILES | mHTT CaM bind | Pf apPOL block
O=C(O)c1ccc(Oc2ccc([N+](=O)[O-])cc2)cc1 | -6 | 2
CCOC(=O)c1ccc(NC(=O)C2CC(=O)N(c3ccc(C(C)C)cc3)C2)cc1 (stereo not drawn) | 1 | -1
Cc1ccc(C(=O)N2CCN(c3nc4ccccc4n(CC(C)C)c3=O)CC2)s1 | -23 | 0
CCCCNC(=O)CC1CCN(S(=O)(=O)c2ccc(Cl)s2)CC1 | -6 | 1
COc1cc(C2C(C#N)=C(N)OC3=C2C(=O)CC(c2ccccc2)C3)cc(Br)c1O (stereo not drawn) | 38 | -6
CC1(C)Oc2ccc3ccc(=O)oc3c2/C(=C/O)C1=O | -5 | 2
CCCCCCn1cc(CN2CC(N3CCN(CCO)CC3)CS2(=O)=O)nn1 (stereo not drawn) | 3 | -1
O=C(CSc1nccc(-c2cccs2)n1)Nc1ccc(OC(F)(F)F)cc1 | · | -1&-9
CC(C)CCN1CCCC(c2nc(-c3cnccn3)n[nH]2)C1 (stereo not drawn) | 34 | 4
CCOC(=O)c1oc2ccccc2c1NC(=O)C1COc2ccccc2O1 (stereo not drawn) | -13 | -1
CCCCN(CC)C(=O)c1ccc(OC)c([N+](=O)[O-])c1 | -6 | -7
O=S(=O)(c1ccc(F)cc1)N1CCCCCC1 | -11&-12 | -8
CCC(=O)N1CCc2cc(N3CC(C(=O)Nc4cc(Cl)ccc4OC)CC3=O)ccc21 (stereo not drawn) | 7 | 2
O=C1OC(c2ccc(Cl)cc2)=N/C1=C/c1ccccc1[N+](=O)[O-] | -2 | -2
Cc1cc(NC(=O)c2ccc(C)c(C)c2)no1 | 1 | -6
O=C(NCCc1ccccc1)c1cccc(NC(=O)C2CCCC2)c1 | -3 | -6

Additional records
SMILES | mHTT CaM bind | Pf apPOL block
Cc1occc1C(=O)Nc1cccc(C(=O)O)c1 | -3 | -1
O=c1cc(-c2cc3ccccc3oc2=O)c2ccc(O)c(CN3CCCCC3)c2o1 | -4 | -6
COCCNC(=O)c1cn2cc(-c3ccc(F)c(C)c3)ccc2n1 | 8 | 0
Cc1ccc(S(=O)(=O)Nc2cc(C(C)(C)C)sc2C(N)=O)cc1 | · | 6
Cc1ccc(F)cc1S(=O)(=O)N1CCN(Cc2noc3ccccc23)CC1 | -29 | 1
COc1ccccc1N(C)c1cc(F)c(F)c(F)c1F | -10 | -1
Cc1ccccc1-n1nc2c(c1NC(=O)CC13CC4CC(CC(C4)C1)C3)CSC2 | 0 | -9
C=CCn1c(SC(C)C)nc2sc3c(c2c1=O)CC(C)(CC)OC3 (stereo not drawn) | -32 | 9
CC(NC(=O)c1cc(N2CCOCC2)nc2ccccc12)C(C)(C)C (stereo not drawn) | -8 | -2
COc1cccc(CC(=O)N2CCC3(CC2)NC(=O)c2cc(F)ccc2N3C)c1 | 1 | -3
CC(C(=O)n1cc(Cl)cn1)n1cc([N+](=O)[O-])cn1 (stereo not drawn) | -6 | ·
COc1ccc(NC(=O)N2CCOc3ccc(Cl)cc32)cc1 | -5 | -1
O=C(CCn1c(=O)sc2ccccc21)Nc1ccc(Br)cc1 | -15 | -6
COc1ccc(CCNC(=O)c2ccc(Br)o2)cc1 | -2 | 3
COc1ccccc1-c1noc(C2CCCN2C(=O)Cc2ccc(F)cc2)n1 (stereo not drawn) | 2 | 1
O=C(NCc1nnc(SCC(=O)N2CCc3ccccc32)o1)c1ccc(F)cc1 | -15 | -6
COc1ccc(OC)c(NC(=O)C(=O)NC2CC(C)CC(C)(C)C2)c1 (stereo not drawn) | · | 6

Part of the list above, set out differently.
| Molecule | mHTT CaM bind | Pf apPOL block |
| --- | --- | --- |
| Cc1occc1C(=O)Nc1cccc(C(=O)O)c1 | -3 | -1 |
| COc1ccccc1-c1noc(C2CCCN2C(=O)Cc2ccc(F)cc2)n1 (stereo not drawn) | 2 | 1 |
